GIRK2 act: Activators of human GIRK2-containing channels; P48051; HEK293 GIRK2/NPY4 cells, thallium flux fluorescence; activation (% efficacy), % for hits at 37.5 µM; 34,000 tested, under 10 active;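 active = primary screen hit, no activity in plain HEK293 cells, and in GIRK2-only cells above 5% efficacy rising with concentration; inactive = the rest, including fluorescent compounds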;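 also: efficacy is normalized control-subtracted fluorescence 15 s after thallium addition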
Target sequence (P48051 whole entry, looked up): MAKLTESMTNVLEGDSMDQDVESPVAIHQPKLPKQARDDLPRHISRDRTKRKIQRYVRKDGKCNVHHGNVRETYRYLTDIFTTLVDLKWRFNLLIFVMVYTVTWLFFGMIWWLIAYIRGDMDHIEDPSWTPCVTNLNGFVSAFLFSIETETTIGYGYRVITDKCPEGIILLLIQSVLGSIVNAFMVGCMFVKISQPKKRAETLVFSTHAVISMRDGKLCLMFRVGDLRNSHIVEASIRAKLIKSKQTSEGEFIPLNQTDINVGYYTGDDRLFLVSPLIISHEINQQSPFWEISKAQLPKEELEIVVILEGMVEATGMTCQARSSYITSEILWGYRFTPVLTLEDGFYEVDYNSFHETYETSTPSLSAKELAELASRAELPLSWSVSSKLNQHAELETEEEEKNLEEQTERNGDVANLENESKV
Calls only; i = inactive. Some of the compounds tested. The share of hits here may be higher or lower than overall.

SMILES	GIRK2 act
Cc1nn(C2CCS(=O)(=O)C2)c2nc(-c3ccccc3)cc(C(=O)Nc3ccccc3C(N)=O)c12 (configuration not stated)	i
O=C(NCCC1=CCCCC1)C(=O)NCC1(c2cccs2)CCCC1	i
Cc1cccc(NC(=O)N2CCN(Cc3nc(-c4cccs4)cs3)CC2)c1	i
O=C(NCCCN1CCOC(c2ccccc2)C1)C(=O)Nc1ccc(C(F)(F)F)cc1 (configuration not stated)	i
CC1CN(c2ncnc3c2cnn3CCNC(=O)c2cccc(C(F)(F)F)c2)CC(C)O1 (configuration not stated)	i
Cc1ccc(NC(=O)N2CCN(c3ccc4nnc(C5CC5)n4n3)CC2)cc1F	i
COc1cccc(CCNC(=O)Cc2csc(NC(=O)c3ccc(=O)[nH]c3)n2)c1	i
COc1cc(COCC2CCN(CC(=O)Nc3cccc(C)c3C)CC2)cc(OC)c1	i
O=C(O)c1cc(C23CC4CC(CC(C4)C2)C3)ccc1O	i
CC(=O)Nc1ccc(NC(=O)/C=C/c2c(Cl)cccc2Cl)cc1	i
CCN1CCN(/C=C(\C#N)C(=O)Nc2cccc(Cl)c2)CC1	i
NC(=O)c1c(NC(=O)CCCS(=O)(=O)c2ccccc2)sc2c1CCCC2	i
CSc1ccccc1C(=O)NCC(O)(c1ccccc1)C(F)(F)F (configuration not stated)	i
O=C(CN1N=NC2C(=O)N(c3ccc(Br)cc3)C(=O)C21)Nc1ccccc1[N+](=O)[O-] (configuration not stated)	i
COc1ccc(-c2ccc(=O)n(CCCC(=O)Nc3ccc(Cl)cc3)n2)cc1	i
O=C(Cn1c2c(c(=O)n(C3CCCCC3)c1=O)CCC2)NCc1ccc2c(c1)OCO2	i
COc1ccc(-c2cn(CC(=O)Nc3ccc(NC(C)=O)cc3)nc2N(C)C)cc1	i
COc1ccc(CNC(=O)N2CCCC(c3nn(C)c(=O)n3-c3ccccc3)C2)cc1 (configuration not stated)	i
O=c1ccc(-c2cccs2)nn1CCCNS(=O)(=O)c1ccc(Cl)c(Cl)c1	i
CCCc1nnsc1C(=O)Nc1ccc2c(c1)N(S(C)(=O)=O)CCC2	i
Cn1cccc1C(CNS(=O)(=O)Cc1ccc(F)cc1)N1CCCCCC1 (configuration not stated)	i
CC(C)c1nnc(C2CCN(S(=O)(=O)C3CC3)CC2)o1	i
CCN(CC)CCN(C(=O)c1ccn(C)n1)c1nc2c(F)cccc2s1	i
O=C(c1cccs1)N1CC(C(=O)N2CCN(c3ncccn3)CC2)C1	i
COc1ccc2nc(-c3ccc(OC)c(NC(=O)c4c(F)cccc4Cl)c3)cn2n1	i
COC(=O)c1sccc1S(=O)(=O)NCC1CCN(Cc2cc(C)oc2C)CC1	i
COc1ccc(SCC2CCN(C(=O)c3cc4cccc(OC)c4oc3=O)CC2)cc1	i
COc1ccc(CC(=O)NCC2(c3ccc(OC)cc3)CCCC2)cc1	i
CC(O)(CNC(=O)c1ccsc1)c1ccc2c(c1)OCO2 (configuration not stated)	i
O=C(CCS(=O)(=O)c1ccc(Cl)cc1)Nc1nnc(-c2ccccn2)o1	i
O=S(=O)(c1cccs1)N1CCC(Cn2c(COc3ccccc3)nc3ccccc32)CC1	i
COc1cccc(-n2ccnc2N2CCN(C(=O)c3ccc(F)c(F)c3)CC2)c1	i
COc1ccc(Cl)cc1C(=O)NCC(C)(O)CCSC (configuration not stated)	i
Cc1ccc(NC(=O)Cn2nc(-c3ccc(Cl)cc3)ccc2=O)cc1	i
CC(C)S(=O)(=O)c1cccc(C(=O)Nc2cccc3c2C(=O)N(C)C3=O)c1	i
COc1ccc(-c2noc(-c3c(SC)nn(CC(=O)Nc4cc(C)cc(C)c4)c3N)n2)cc1	i
COc1cc(C)ccc1NS(=O)(=O)CCCOc1ccc(F)cc1	i
Cc1ccc2nc(NC(=O)C3CCN(S(=O)(=O)c4ccc(F)cc4)CC3)sc2c1	i
O=C(NCC1CCN(C(=O)c2cc3ccccc3o2)CC1)c1ccccn1	i
O=S(=O)(NCCOc1ccc2nnc(-c3cccc(F)c3)n2n1)c1cc(F)ccc1F	i

Of the compounds above, three contain a CF3 group.
SMILES	GIRK2 act
O=C(NCCCN1CCOC(c2ccccc2)C1)C(=O)Nc1ccc(C(F)(F)F)cc1 (configuration not stated)	i
CC1CN(c2ncnc3c2cnn3CCNC(=O)c2cccc(C(F)(F)F)c2)CC(C)O1 (configuration not stated)	i
CSc1ccccc1C(=O)NCC(O)(c1ccccc1)C(F)(F)F (configuration not stated)	i

More results.
SMILES	GIRK2 act
COc1ccccc1NC(=O)N1CCC(CNC(=O)C(=O)Nc2ccc3c(c2)OCCO3)CC1	i
CS(=O)(=O)Nc1ccc(CC(=O)NC2CC2)cc1	i
O=C(CCn1ccc(=O)[nH]c1=O)Nc1cccc(-c2csc(-c3ccccc3)n2)c1	i
Cc1noc(C2CN(C(=O)c3cnn(-c4ccccc4)c3C)C2)n1	i
CS(=O)(=O)N1CCC(C(=O)NCCOc2ccc3nnc(-c4ccccc4)n3n2)CC1	i
COc1cccc(NC(=O)Cn2cc(-c3nnc(C)o3)c3ccccc32)c1	i
COc1ccc(NC(=O)CSc2ncnc3nc(-c4ccc(C)cc4)ncc23)cc1	i
CC(C)CC(=O)Nn1cnc2c(cnn2-c2cccc(Cl)c2)c1=O	i
CNC(=O)CSc1nc(-c2ccccc2)c(NC(=O)c2ccc(F)cc2F)s1	i
Cc1ccc(N2CCN(C(=O)Cc3noc4ccccc34)CC2)nn1	i

Quoted at random: two records from the list, in no set order.
SMILES	GIRK2 act
COc1cc(C)ccc1NS(=O)(=O)CCCOc1ccc(F)cc1	i
Cc1ccc2nc(NC(=O)C3CCN(S(=O)(=O)c4ccc(F)cc4)CC3)sc2c1	i

(continued)
SMILES	GIRK2 act
Cc1ccc(C(=O)Nc2ccc(S(C)(=O)=O)cc2)cc1S(=O)(=O)N1CCCCC1	i
O=C(Cc1csc(-n2cccc2)n1)Nc1nc2ccccc2s1	i
COCC(C)NC(=O)c1cc2c(=O)n3ccccc3nc2n1Cc1ccccc1 (configuration not stated)	i
CCC(C(=O)Nc1cccc(-c2cnc3n2CCC3)c1)c1ccccc1 (configuration not stated)	i
O=C(NCc1ccsc1)c1cccc(C(F)(F)F)c1	i
COc1cc(S(=O)(=O)N2CCN(CCO)CC2)c(OC)cc1Cl	i
CCOC(=O)c1ccc(NC(=O)C2CCCN(S(C)(=O)=O)C2)cc1 (configuration not stated)	i
Cc1ccc([N+](=O)[O-])cc1NC(=O)c1ccc(=O)n(Cc2ccccc2Cl)c1	i
Cc1cc(C)c2sc(NC(=O)C3CCCCC3)nc2n1	i
O=C(CC12CC3CC(CC(C3)C1)C2)Nc1noc2ncccc12	i
O=C1CC(NS(=O)(=O)c2ccc(F)c(Cl)c2)CN1 (configuration not stated)	i
CCN1C(=O)Cc2cc(NC(=O)Nc3cc(OC)c(OC)c(OC)c3)ccc21	i
O=C(COc1ccc(Cl)cc1Cl)Nc1ccc2c(c1)N(C(=O)C1CC1)CC2	i
O=C(c1cccc(C(F)(F)F)c1)N(CCN1CCOCC1)c1nc2ccccc2s1	i
COc1ccc(OC)c(-c2ccc(=O)n(CC(=O)N3CCCCC3)n2)c1	i
CC1CCN(S(=O)(=O)c2ccc3nn(Cc4ccc(Cl)cc4)c(=O)n3c2)CC1	i
CC(C)(C)n1ncc2c(=O)n(NC(=O)CC(c3ccccc3)c3ccccc3)cnc21	i
CCCCn1cnc2c(-c3ccccc3)cn(CC(=O)Nc3ccc4c(c3)OCO4)c2c1=O	i
CC(C)c1ccc(NC(=O)C(=O)NCC(c2ccco2)N(C)C)cc1 (configuration not stated)	i
CCCCNC(=O)c1nnn(-c2cccc(Cl)c2C)c1C	i
O=C1CC(NC(=O)c2cc(C3CC3)on2)CN1 (configuration not stated)	i
CN(C)C(CNC(=O)C(=O)Nc1ccncc1)c1ccco1 (configuration not stated)	i
CCc1ccc(N2CC(c3nc4ccccc4n3CC(=O)OC(C)C)CC2=O)cc1 (configuration not stated)	i
Cc1cc(C)c(NS(=O)(=O)c2ccc(N3C(=O)C(C)CS3(=O)=O)cc2)c(Cl)c1 (configuration not stated)	i
O=C(Cn1nc(C(=O)N2CCOCC2)cc1C1CC1)NCc1ccccc1Cl	i
Cn1nc(C2CCCN(C(=O)Cc3cccs3)C2)n(-c2ccccc2)c1=O (configuration not stated)	i
O=C(NC1CCCCC1N1C(=O)CSC1=O)c1ccc2nsnc2c1 (configuration not stated)	i
Cc1nc(-c2cccs2)c(CCC(=O)Nc2cccc(Cl)c2Cl)s1	i
COc1ccc(C(=S)N2CCN(C(=S)c3ccccc3)CC2)cc1	i
O=C(Cc1cc(-c2ccc(F)cc2F)on1)Nc1ccon1	i
CCOC(=O)c1ccc(S(=O)(=O)N2CCN(c3ccc4nncn4n3)CC2)cc1	i
CC(CCc1ccccc1)NC(=O)c1cc2c(=O)n(C)c(=O)n(C)c2s1 (configuration not stated)	i
CS(=O)(=O)N1CCCC(C(=O)Nc2nc(-c3cc(Cl)sc3Cl)cs2)C1 (configuration not stated)	i
COc1ccc(Cl)cc1S(=O)(=O)NCC1CCN(C(=O)c2ccccc2F)CC1	i
CCCOc1ccc(S(=O)(=O)Nc2ccc3c(c2)CCC(=O)N3Cc2ccccc2)cc1	i
CNC(=O)Cc1csc(NC(=O)Cc2csc(Nc3cccc(Cl)c3)n2)n1	i
CCNC(=O)Cc1csc(SCC(=O)c2cccs2)n1	i
Cc1nc2ccccn2c(=O)c1NC(=O)Nc1cc(Cl)ccc1Cl	i
COc1cccc(C(CNC(=O)c2ccccc2Br)N2CCOCC2)c1 (configuration not stated)	i
COc1cn(CC(=O)Nc2ccc3c(c2)OCCO3)c(CSc2nc(C)cs2)cc1=O	i
COc1ccc(C(=O)Nn2cnc3c(cnn3C(C)(C)C)c2=O)cc1OC	i
COc1cn(CC(=O)Nc2ccc(F)cc2)c(CSc2nccn2C)cc1=O	i
CN(C)C(CNC(=O)c1ccccc1F)c1cn(C)c2ccccc12 (configuration not stated)	i
CC(NC(=O)Cn1cnc(-c2cccs2)cc1=O)c1ccccc1 (configuration not stated)	i
COc1ccc(S(=O)(=O)CCC(=O)Nc2nnc(-c3ccc(Br)s3)o2)cc1	i
Cc1nnc2ccc(N3CCN(C(=O)COc4cccc(Cl)c4)CC3)nn12	i
CSc1cccc(NC(=O)Cc2csc(NC(=O)c3ccc[nH]c3=O)n2)c1	i
COCCCN1C(=O)CC(Sc2ccccc2C(=O)O)C1=O (configuration not stated)	i
CC(C)(Oc1ccc(Cl)cc1)C(=O)Nn1cnc2c(cnn2C(C)(C)C)c1=O	i
O=C(NCCNC(=O)c1ccc(NC(=O)C2CC2)cc1)Nc1cccs1	i
(further entries)
SMILES	GIRK2 act
Cc1cc(C)nc(NC(C(=O)O)C(C)C)n1 (configuration not stated)	i
O=C(c1ccccc1Cl)N1CCN(c2ccc(N3CCCCCC3)nn2)CC1	i
O=C(Nc1ccc(F)c([N+](=O)[O-])c1)c1ccc(=O)n(Cc2c(F)cccc2Cl)c1	i
O=C(Nc1ccc(CC(=O)N2CCCC2)cc1)c1cccc(C(F)(F)F)c1	i
CC(O)(CNC(=O)C1(c2cccs2)CCCC1)c1ccc2c(c1)OCO2 (configuration not stated)	i
COc1ccc2c(=O)c(Oc3ccc(C(=O)Nc4cccnc4)cc3)coc2c1	i
CCOc1ccc2oc(C)c(C(=O)OCCOC)c2c1	i
Cc1nnsc1C(=O)Nc1cc(-c2ccco2)nn1CCO	i
CC1=NN(c2ccccc2)C(=O)C1C(=O)c1ccc(C)c(C)c1 (configuration not stated)	i
COc1ccc(-c2csc(CN3CCN(C(=O)c4snnc4C)CC3)n2)cc1	i

Overlap with the part before: two compounds, followed by the next part.
SMILES	GIRK2 act
CC1=NN(c2ccccc2)C(=O)C1C(=O)c1ccc(C)c(C)c1 (configuration not stated)	i
COc1ccc(-c2csc(CN3CCN(C(=O)c4snnc4C)CC3)n2)cc1	i
COc1cn(CC(=O)NCc2ccc(F)cc2)c(CSc2nncn2C)cc1=O	i
CC1CC(=O)Nc2c1c(NC(=O)c1ccc(=O)n(C)n1)nn2C (configuration not stated)	i
COc1ccc(NC(=O)NCCNc2cc(-n3ccnc3C)ncn2)c(C)c1	i
O=C(Nc1cc(F)ccc1F)c1ccc(S(=O)(=O)NCc2cccs2)o1	i
COc1cc(C(C)=O)ccc1OCC(O)CNC1CCCCCC1 (configuration not stated)	i
CCNC(=O)C1Cc2ccccc2N1C(=O)C(=O)c1c(C)[nH]c2ccccc12 (configuration not stated)	i
CCOc1cc(C(=O)Nc2cccc(N3CCCC3=O)c2)cc(OCC)c1OCC	i
CCOc1ccccc1NC(=O)N1CCOC(c2ccc(C(F)(F)F)cc2)C1 (configuration not stated)	i
CCOC(=O)c1c(SCC(=O)Nc2ccc(C(F)(F)F)cc2)nc(=O)[nH]c1C	i
CCN(C(=O)Cn1cc(-c2ccccc2)c(N2CCOCC2)n1)c1cccc(C)c1	i

Structures above containing a tert-butyl group (3):
SMILES	GIRK2 act
CC(C)(C)n1ncc2c(=O)n(NC(=O)CC(c3ccccc3)c3ccccc3)cnc21	i
COc1ccc(C(=O)Nn2cnc3c(cnn3C(C)(C)C)c2=O)cc1OC	i
CC(C)(Oc1ccc(Cl)cc1)C(=O)Nn1cnc2c(cnn2C(C)(C)C)c1=O	i

Further compounds:
SMILES	GIRK2 act
CCN(CC)C(=O)CSc1nc2cc(OC)c(OC)cc2c2nc(C)nn12	i
Cc1cc(C(=O)NCCn2nc(-c3cccs3)n(C)c2=O)no1	i
O=C(CC1Sc2ccccc2NC1=O)Nc1ccc(Cl)c(Cl)c1 (configuration not stated)	i
COc1cccc(CCNC(=O)Cc2cc(-c3cc4ccccc4o3)on2)c1	i
O=C(NCCn1ncc2c(N3CCN(c4ccccc4)CC3)ncnc21)c1cccs1	i
O=C(NCC1(c2ccccc2)CCOCC1)C(=O)Nc1ccc(F)c(Cl)c1	i

Screens deposited in PubChem BioAssay by Vanderbilt University.
